# Assay outcomes deposited in PubChem BioAssay by The Scripps Research Institute Molecular Screening Center.
# GPR119 beta-arrestin – off-target GPR119 activation – cell-based, PathHunter beta-arrestin, luminescence, set 2, counter-screen for GPR151 activator project, confirmation (AID 1508607) | 0.9% of 2,300 active | activation, % at 11.2 µM | GPR119 PathHunter beta-arrestin cells, luminescence, 90 min; stronger effect = higher value;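 active = mean percent activation across replicates above the counterscreen hit cutoff of 9.17%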;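 also: 0% = median of sample wells and 100% = wells given EA reagent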
# GPR151 activators – GPR151 activators, triplicate retest, confirmation, cell-based, PathHunter beta-arrestin, luminescence, set 2 (AID 1508608); 0.9% of 2,300 active; activation, % at 11.2 µM; GPR151 PathHunter beta-arrestin cells, luminescence, 90 min; stronger effect = higher value; 100% = signal from added EA reagent;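 active = mean activation across replicates above 26.72%, the hit cutoff set for this confirmation screen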;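 also: 0% = plate median of compound wells and 100% = EA reagent high control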
# Active calls of the source: *. Only part of the results is shown; the hit share may differ from the screen's.
SMILES,GPR119 beta-arrestin,GPR151 activators
CCOC(=O)c1nc2ccccc2c(=O)n1-c1ccc(C)cc1Br,-2.7,-0.1
Cc1cccc(C)c1-n1nnnc1C1(NCCc2c(C)[nH]c3ccccc23)CCCCC1,-3.9,-5.0
Nc1ncnc2c1ccn2[C@@H]1O[C@H](CO)[C@@H](O)[C@H]1O,-3.8,23
CCCCNCC1OCc2ccccc2CO1,0.5,5.3
O=C(NCc1ccc(Cl)cc1)C(Cl)(Cl)Cl,1.3,-2.4

# Compound profiles, from the list above. Screens in order: GPR119 beta-arrestin | GPR151 activators
# O=C(NCc1ccc(Cl)cc1)C(Cl)(Cl)Cl is entered as 1.3 | -2.4
# Nc1ncnc2c1ccn2[C@@H]1O[C@H](CO)[C@@H](O)[C@H]1O is entered as -3.8 | 23

# Reprinted from the listing, 2 compounds:
SMILES,GPR119 beta-arrestin,GPR151 activators
Cc1cccc(C)c1-n1nnnc1C1(NCCc2c(C)[nH]c3ccccc23)CCCCC1,-3.9,-5.0
Nc1ncnc2c1ccn2[C@@H]1O[C@H](CO)[C@@H](O)[C@H]1O,-3.8,23
